Assay outcomes deposited in PubChem by several laboratories.
DTT redox prof – compounds producing H2O2 with reducing agent – biochemical, NIH compound library profiling, artefact control for MLSCN library redox annotation, primary screen; AID 878; DTT-dependent redox cycling H2O2, phenol red/HRP absorbance; 100% = 100 µM peroxide control, 0% = buffer; activation, % at 10 µM; actives 0.03% (n = 200,000);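 active means activation of at least 50% relative to the plate's high and low controls in the primary single-dose screen; inactive means activation below 50%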;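 further: compound incubated with DTT at 0.8 mM final as the reducing agent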
L major viab – Leishmania major promastigote growth inhibition | inhibition, % at 10 µM | actives 9% (n = 200,000) | Leishmania major promastigotes, resazurin fluorescence viability | AID 1063; in the data active means inhibition above about 50%;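 further: promastigotes grown with compound for 44 hours at 28 °C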
ROMK mod – modulators of human ROMK potassium channel. P48048. Tet-inducible ROMK, thallium flux fluorescence; actives lie on both sides. B-score at 10 µM. actives 2% (n = 130,000). AID 1918;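 active means signal ratio slope over the read window, or its plate-corrected B-score, at least 3 SD from the plate mean, either direction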;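 further: B-score of the F/F0 ratio slope over 7 to 12 s after thallium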
Target sequence (P48048 whole entry, looked up): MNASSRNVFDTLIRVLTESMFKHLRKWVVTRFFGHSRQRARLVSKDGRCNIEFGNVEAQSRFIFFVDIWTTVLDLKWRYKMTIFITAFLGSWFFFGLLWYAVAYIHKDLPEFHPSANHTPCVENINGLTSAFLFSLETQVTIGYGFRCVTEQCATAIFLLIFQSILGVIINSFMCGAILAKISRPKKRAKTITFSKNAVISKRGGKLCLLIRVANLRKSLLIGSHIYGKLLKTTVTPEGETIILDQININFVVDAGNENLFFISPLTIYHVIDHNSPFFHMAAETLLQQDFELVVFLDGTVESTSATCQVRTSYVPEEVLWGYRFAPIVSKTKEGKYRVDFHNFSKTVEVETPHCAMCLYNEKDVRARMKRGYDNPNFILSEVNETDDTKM
SRC2 TRFRET art – flags TR-FRET format artefacts in PPARgamma SRC-2 recruitment agonist screen | TR-FRET artefact counter-screen; active compounds read high | TR-FRET ratio at 8 µM | actives 0.4% (n = 200,000); in the data active means TR-FRET ratio above about 2000; further: inactives centre near 1500; reference of the scale not given here
TLR4-MyD88 BLA – inhibitors of human TLR4-MyD88 binding; O00206+Q99836; HeLa CL3-4 TLR4/MyD88 BLA complementation, FRET ratio; inhibition, % at 8.4 µM; actives 0.18% (n = 200,000); AID 861; in the data active means inhibition above about 25%;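 further: 0% = vehicle and 100% = reference inhibitor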
PPARg SRC-3 ag – agonists of human PPARgamma SRC-3 coactivator recruitment; P37231; biochemical PPARgamma/SRC-3 coactivator recruitment assay; activation, % at 8 µM; actives 0.26% (n = 200,000); AID 731; in the data active means activation above about 23%;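 further: 0% = DMSO and 100% = reference agonist; some compounds past the cut are filed as inactive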
S1P3 antag – S1P3 (human) receptor antagonism; Q99500; actives 0.27% (n = 170,000); inhibition, % at 4.98 µM; CHO S1P3 NFAT-BLA reporter, FRET fluorescence, antagonist mode; AID 485;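 active means inhibition above the plate cutoff, the mean inhibition of test wells on that plate plus 3 SD, cut at about 28% in these data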;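 further: cells challenged with S1P at its EC80 of 0.8 µM; blue over green emission ratio from cleaved BLA substrate after 4 h stimulation; 0% = S1P-stimulated wells and 100% = unstimulated DMSO-only wells; some compounds past the cut are filed as inactive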
Target sequence (Q99500 whole entry, looked up): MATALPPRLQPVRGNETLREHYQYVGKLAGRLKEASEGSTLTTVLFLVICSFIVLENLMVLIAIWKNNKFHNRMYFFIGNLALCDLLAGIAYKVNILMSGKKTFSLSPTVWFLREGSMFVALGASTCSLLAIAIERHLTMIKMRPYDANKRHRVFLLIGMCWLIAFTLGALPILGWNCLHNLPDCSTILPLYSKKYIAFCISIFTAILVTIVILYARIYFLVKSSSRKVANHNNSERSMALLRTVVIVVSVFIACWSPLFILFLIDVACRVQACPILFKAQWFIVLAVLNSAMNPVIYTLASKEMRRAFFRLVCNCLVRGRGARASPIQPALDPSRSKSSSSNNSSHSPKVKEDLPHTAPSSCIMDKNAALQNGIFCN
PPARg SRC-2 ag – PPARgamma-driven SRC-2 recruitment agonism; P37231; actives 0.34% (n = 200,000); PPARgamma LBD-SRC-2 recruitment, biochemical; AID 1032; activation, % at 8 µM; in the data active means activation above about 22%;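 further: 0% = vehicle and 100% = reference agonist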
PPARg SRC1 recr – agonists of human PPARgamma SRC-1 coactivator recruitment. P37231. PPARgamma-SRC-1 coactivator recruitment biochemical assay. activation, % at 8 µM. actives 0.41% (n = 200,000). AID 631; in the data active means activation above about 19%;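 further: 0% = DMSO and 100% = reference agonist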
bIAP act – increases bovine intestinal alkaline phosphatase activity | purified bovine IAP, CDP-star luminescence, 30 min; active compounds read high; fold of DMSO-control signal, blank-subtracted | activation factor at 20 µM | actives 0.17% (n = 200,000);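 active means activation factor of 2 or more at 20 µM, a signal rise over negative controls twice the positive control's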
bIAP inhibitor – blocks bovine intestinal alkaline phosphatase activity. purified bovine IAP, CDP-star luminescence, 30 min. inhibition, % at 20 µM. 190,000 tested, under 10 active. AID 1019;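 active means over 50% inhibition of intestinal alkaline phosphatase at 20 µM in the single-dose screen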
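System: purified bovine intestinal alkaline phosphatase (IAP) enzyme; Input: IAP diluted 1/65,000,000 in the well; Measured by: CDP-star luminescence signal; Compound dosing: 20 µM single dose; Incubation: 30 min reaction at room temperature.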
Numbers without * were called inactive; . = not tested or not shown.

Structure	DTT redox prof	L major viab	ROMK mod	SRC2 TRFRET art	TLR4-MyD88 BLA	PPARg SRC-3 ag	S1P3 antag	PPARg SRC-2 ag	PPARg SRC1 recr	bIAP act	bIAP inhibitor
Cc1ccc(Cl)cc1NC(=O)C1CCCCC1C(=O)O (stereo not drawn)	-0.6	-2.0	0.00254	1539	-3.5	8.3	-38.1	2.7	2.9	0.9	8.3
Cc1ccc(N2C(=O)C(NC(=O)c3ccccc3F)(C(F)(F)F)C3=C2CC(C)(C)CC3=O)cc1 (stereo not drawn)	0.1	10.5	.	1394	6.2	2.3	5.3	2.5	3.4	0.9	9.7
CCOC(=O)N1CCN(S(=O)(=O)c2cc(OCC)ccc2OCC)CC1	0.2	10.9	.	1519	2.0	5.6	-0.6	0.0	4.3	1	-1.9
Cc1ccc(NC(=O)CN2C(=O)S/C(=C\c3ccc(-c4cccc(C(=O)O)c4C)o3)C2=O)cc1C	-0.1	-10.5	-0.303	1392	5.3	-2.2	-9.0	1.5	-5.3	1	-1.6
O=C(CCN1CCN(c2ccccc2)CC1)N/N=C/c1ccccc1OC(F)F	-2.5	5.5	0.689	1677	-6.2	-1.1	-16.0	-3.5	-0.9	1.1	-12.2
CCOC(=O)c1sc(N)c(C(=O)Nc2ccccc2OC)c1C	0.2	-6.2	2.61	1597	0.1	0.1	-5.6	3.5	-3.0	1	-1.1
CSc1nc2ccc(NC(=O)c3cc4ccccc4o3)cc2s1	0.4	-8.3	.	1526	-11.5	1.4	0.0	0.2	0.6	1	2.9
CNC(=S)N(CCc1ccc(S(N)(=O)=O)cc1)C1CC(=O)N(c2ccccc2F)C1=O (stereo not drawn)	0.1	-7.0	.	1508	8.4	3.8	-7.2	3.2	-2.8	1	4.4
Fc1ccccc1C(c1nnnn1Cc1ccc2c(c1)OCO2)N1CCN(Cc2ccccc2)CC1 (stereo not drawn)	-2.8	26.7	.	1454	0.3	15.8	10.9	16.2	0.4	1.1	-9.1
COC(=O)c1c(-c2ccc(C)cc2)csc1NC(=S)NC(=O)c1cc(OC)cc(OC)c1	0.7	3.0	.	1520	-7.5	1.9	-9.6	-1.2	6.6	0.8	16.0
COC(=O)c1ccc(NC(=S)NC2CC(C)(C)NC(C)(C)C2)cc1	0.4	3.9	-0.521	1629	0.2	-0.1	4.0	9.2	-5.8	1.1	-12.3
Cn1c(=O)c2c(nc(CN3CCN(CCO)CC3)n2Cc2cccc3ccccc23)n(C)c1=O	0.3	99.3*	.	1672	-3.6	11.4	-13.2	0.6	9.7	1.1	-9.2
CC(C)C1Oc2ccccc2N(CC(=O)N(Cc2ccccn2)CC2CCCO2)C1=O (stereo not drawn)	-2.3	-3.3	.	1569	12.6	-3.3	9.6	9.1	10.2	1	-3.2
CCN(CC)CCN1C(=O)C(O)=C(C(=O)c2ccc(C)o2)C1c1ccccn1 (stereo not drawn)	0.7	-6.9	1.81	1455	-12.4	13.3	5.1	8.3	-3.5	.	.
CC(=O)N1C(O)CC(C)N1c1ccccc1 (stereo not drawn)	-0.3	-6.0	0.657	1547	-14.9	2.2	2.1	-3.7	4.6	1.1	-10.5
CCN1CCN(Cc2ccc(NC(=O)Nc3cccs3)cc2)CC1	-0.8	-5.1	-0.0537	1420	4.2	-4.2	8.4	4.9	2.1	1	0.8
S=c1nc(-c2ccc(Br)cc2)oc2c1CCCC2	0.6	-5.1	.	1512	4.7	-6.6	.	-0.2	-6.5	0.8	22.7
O=C(c1ccc(F)cc1)C1CCN(C(=O)Nc2ccc(F)cc2)CC1	2.3	8.4	.	1436	-6.5	-6.1	.	1.1	-8.9	1	4.6
Cc1ccc(S(=O)(=O)/C(C#N)=C/c2c(Oc3ccc(Cl)cc3)nc3c(C)cccn3c2=O)cc1	-0.4	76.9*	0.69	1696	-0.9	-0.5	11.7	7.5	2.4	1	2.3
Nc1c(Cl)ncnc1N1CCOCC1	10.5	-1.6	.	1683	-12.4	4.0	.	0.5	3.1	1	-0.7
Cc1nc(N2CCN(C)CC2)c2sc(=S)n(-c3ccccc3)c2n1	-0.1	3.4	.	1590	-13.9	5.6	-2.3	-2.6	1.6	1	-0.1
Cc1cccc(-n2c(N)cc(=O)nc2SC(C)C(=O)NC2CCCCC2)c1 (stereo not drawn)	0.0	55.9*	-0.17	1433	-2.6	7.9	6.7	-1.8	5.2	1.1	-7.7
CCOC(=O)C1(C)C=C(Nc2ccc(OC)cc2)C(=O)N1c1ccc(OC)cc1 (stereo not drawn)	0.5	-6.2	0.884	1557	-8.4	3.1	-20.2	1.0	2.8	1	-0.9
C=CCC(C#Cc1ccccc1)[N+](C)(C)CC=C (stereo not drawn)	0.3	-0.6	-0.47	1606	-5.0	1.2	.	9.9	5.6	0.9	13.1
Cc1ccc(C)c(C(=O)CSc2n[nH]c(C)n2)c1	1.1	-2.0	0.152	1291	3.1	-4.7	3.7	-9.6	-0.2	1.3	-28.5
Cc1ccc(NC(=O)C(=O)NCCOc2ccc(Cl)cc2)c(C)c1	-0.2	-9.0	0.0168	1393	-9.7	2.2	-1.2	4.8	-2.1	0.8	15.8
Cc1nnc(NC(=O)CSc2ccc3nnc(-c4ccccn4)n3n2)s1	-1.5	-6.3	0.568	1712	9.4	5.1	-3.5	5.6	12.6	1.1	-5.6
COc1ccc(C(=O)NC2CCN(C(=S)Nc3ccc(C)c(C)c3)CC2)cc1	-0.5	-1.4	-0.224	1573	5.0	1.1	2.3	14.7	6.6	0.9	5.7
CCOc1ccc(C(=O)Nc2ccc(-c3cc4ccccc4oc3=O)c(C)c2)cc1[N+](=O)[O-]	5.3	55.5*	1.19	1520	-9.6	-4.0	0.3	-10.9	-3.1	1.1	-7.0
CC(=O)Nc1ccc(Oc2cc(N)cc([N+](=O)[O-])c2)cc1	-1.3	-2.2	0.687	1471	-20.9	0.4	11.8	-4.4	1.4	1	-1.4

3 structures already listed, sorted by heavy-atom count, lowest first:
Structure	DTT redox prof	L major viab	ROMK mod	SRC2 TRFRET art	TLR4-MyD88 BLA	PPARg SRC-3 ag	S1P3 antag	PPARg SRC-2 ag	PPARg SRC1 recr	bIAP act	bIAP inhibitor
CCOC(=O)c1sc(N)c(C(=O)Nc2ccccc2OC)c1C	0.2	-6.2	2.61	1597	0.1	0.1	-5.6	3.5	-3.0	1	-1.1
CCN(CC)CCN1C(=O)C(O)=C(C(=O)c2ccc(C)o2)C1c1ccccn1 (stereo not drawn)	0.7	-6.9	1.81	1455	-12.4	13.3	5.1	8.3	-3.5	.	.
CCOc1ccc(C(=O)Nc2ccc(-c3cc4ccccc4oc3=O)c(C)c2)cc1[N+](=O)[O-]	5.3	55.5*	1.19	1520	-9.6	-4.0	0.3	-10.9	-3.1	1.1	-7.0

Continued:
Structure	DTT redox prof	L major viab	ROMK mod	SRC2 TRFRET art	TLR4-MyD88 BLA	PPARg SRC-3 ag	S1P3 antag	PPARg SRC-2 ag	PPARg SRC1 recr	bIAP act	bIAP inhibitor
CC(C)OCCCNS(=O)(=O)c1ccc2ccccc2c1	0.1	21.0	-0.0719	1337	-14.5	-4.5	.	-1.9	-3.0	0.8	19.7
COc1ccc(CSc2nnnn2C)cc1[N+](=O)[O-]	-5.2	-3.2	0.00203	1635	-6.7	4.8	.	-7.1	1.0	0.9	8.4
COc1cc(NC(=O)C(C)Oc2ccccc2)c(C(=O)O)cc1OC (stereo not drawn)	0.5	-3.3	.	1688	-2.2	2.5	-6.5	10.5	3.1	1	4.7
Cc1cc(CN(C)C(=O)c2cc(COc3ccc(F)cc3Cl)on2)n[nH]1	0.3	-7.2	-0.2	1515	-1.9	4.2	-20.6	10.7	10.2	0.9	7.8
Cc1cc(C(=O)Oc2cccnc2)ccc1[N+](=O)[O-]	-0.6	-2.5	-0.73	1516	1.7	4.8	-22.1	5.9	6.3	0.6	36.4
O=C(NCCc1cccs1)C1CC(c2ccccc2[N+](=O)[O-])=NO1 (stereo not drawn)	-9.4	-0.2	0.188	1614	-1.6	3.5	.	10.4	-0.4	0.8	15.7
Cc1cc(=O)oc2ccc(OCC(=O)NCc3ccco3)cc12	-0.1	1.1	0.204	1675	-10.4	6.0	.	14.3	8.0	1.3	-28.4
O=S(=O)(NCc1ccccn1)c1cccc2nsnc12	0.1	-6.4	-0.0901	1524	-2.7	-3.7	-40.3	0.3	1.7	1	0.9
N#CCC(=O)Nc1ccc(C(=O)OCC(=O)N(Cc2ccccc2)C2CCS(=O)(=O)C2)cc1 (stereo not drawn)	-0.7	17.6	0.417	1761	13.2	-0.2	-8.9	11.1	7.1	1.1	-12.0
Cc1cc(C)c[n+](C2=C([O-])c3ccccc3C(=O)/C2=N\S(=O)(=O)c2cccs2)c1	-0.8	20.9	0.561	1569	5.4	1.4	9.4	1.3	4.4	0.9	6.4
O=C(Cn1cnc2ccccc2c1=O)NCC(=O)N1CCN(Cc2ccc3c(c2)OCO3)CC1	-3.2	-7.0	.	1704	6.5	4.3	-11.8	3.6	5.0	1	-0.3
CCn1cc(C(=O)NCc2ccccc2OC)c(=O)c2cc(S(=O)(=O)N(C)C)ccc21	-1.8	-3.1	.	1490	4.3	-1.6	-17.0	2.5	3.6	0.9	5.6
CCOC(=O)c1ccc(Oc2cc(C)nc(SC)n2)cc1	-0.2	-7.7	.	1395	-0.4	-6.1	-6.9	-7.8	6.7	0.9	8.5
O=C(NC(=S)Nc1ccc(N2CCCCC2)c(Cl)c1)c1ccc2c(c1)OCCO2	-5.0	49.0	-0.0967	1702	1.1	5.7	.	14.4	5.2	0.9	13.4
Nc1c(C(=O)Nc2ccccc2)sc2nc(-c3ccco3)ccc12	0.2	11.6	0.0796	1531	-0.2	-4.6	48.9	6.7	-1.6	0.8	21.0
C=CCN1CCN(C(c2ccc(Cl)cc2)c2nnnn2CCc2ccc(OC)c(OC)c2)CC1 (stereo not drawn)	0.0	40.1	-1.3	1581	-7.6	2.1	103.6*	-0.2	-0.3	1	-4.7
CCOc1ccc(NS(=O)(=O)c2ccc(OC)c(NC(=O)c3ccc4c(c3)OCCO4)c2)cc1	-0.1	24.3	0.796	1409	-2.5	-5.1	-12.0	0.0	-6.1	0.7	27.2
Cc1nc(C)c(-c2csc(Nc3cccc(O)c3)n2)s1	13.9	7.2	0.554	1439	-8.4	2.0	-7.0	9.2	8.2	0.9	10.3
COc1ccc(CNC(=O)c2cc(SC)ccc2Cl)cc1OC	-0.1	10.1	-1.09	1346	5.5	-2.4	4.5	-2.1	-5.3	0.9	5.5
CCOC(=O)C1CCN(C(=O)Nc2ccc3c(c2)nc(C)n3C)CC1	-0.1	-1.7	-0.41	1649	4.4	2.9	-19.4	14.4	2.1	0.9	5.8
O=C(Nc1cccc(S(=O)(=O)N2CCCCC2)c1)c1cnccn1	0.0	86.6*	-0.0354	1618	-3.8	1.4	-2.3	4.3	-2.4	1.1	-12.1
CCOc1ccc(-c2nc3n(c(=O)c2C#N)CCS3)cc1	-0.3	0.0	0.665	1569	-4.1	5.1	7.7	-0.8	11.4	1.2	-16.5
CS(=O)(=O)NCC(c1cccnc1)N1CCN(c2ccc(F)cc2)CC1 (stereo not drawn)	-1.4	44.7	.	1502	-3.9	-6.2	13.0	-7.1	-3.1	1	3.9
